Compound activity deposited in PubChem by several laboratories.
West Nile virus CPE – West Nile virus antiviral activity, cell-based, CPE readout (AID 1621); one-dose CPE inhibition, % at 10 µM; IC50 in µM for titrated hits; West Nile virus-infected cells, CPE inhibition; higher % means a stronger effect; hit rate 0.02% among 290,000; in the data active = a potency from the dose series; also: strong numbers were not always called active
GPR35 antagonists – inhibition of zaprinast-stimulated GPR35 beta-arrestin translocation – imaging, U2OS, beta-arrestin-GFP, zaprinast agonist, primary screen (AID 2058) | U2OS GPR35 beta-arrestin-GFP translocation imaging, zaprinast antagonism; higher % means a stronger effect | inhibition, % at 10 µM, or IC50 in µM where a hit was titrated | hit rate 0.052% among 290,000;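 active = inhibition of at least 50% with at least 30 cells and total cytoplasm GFP at most 10,000,000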
KOR beta-arrestin-1 – KOR antagonists, beta-arrestin recruitment, cell-based, luminescence, uHTS (AID 1778); KOR beta-arrestin recruitment, luminescence, antagonist mode; higher % means a stronger effect; one-dose inhibition, % at 10 µM; IC50 in µM for titrated hits; hit rate 0.091% among 290,000; in the data active = inhibition above about 50%; also: strong numbers were not always called active
Salmonella PhoP GFP – PhoP-dependent GFP reporter repression – Salmonella Typhimurium, primary screen (AID 1863) | one-dose inhibition, % at 50 µM; IC50 in µM for titrated hits | S. Typhimurium PhoP-regulated promoter GFP reporter, 4 h; higher % means a stronger effect | hit rate 0.16% among 300,000;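 active = inhibition over 29.93%, a cutoff 3 SD above the screen mean, later confirmed by dose response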;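 also: 0% = low Mg2+ inducing control and 100% = high Mg2+ repressing control; strong numbers were not always called active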
GPR55 LPI antagonism – GPR55 antagonists blocking LPI-driven arrestin recruitment, primary screen, imaging, U2OS, beta-arrestin-GFP, LPI agonist (AID 2013) | hit rate 0.13% among 290,000 | one-dose inhibition, % at 10 µM; IC50 in µM for titrated hits | U2OS GPR55 beta-arrestin-GFP translocation imaging, LPI antagonism; higher % means a stronger effect;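 active = spots per cell inhibited over 60%, with over 100 cells counted and total cytoplasm intensity under 500,000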;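 also: U2OS cells stably carrying GPR55 and arrestin-GFP stimulated by 5 µM LPI near EC80; imaged beta-arrestin-GFP aggregate spots per cell after agonist stimulation; plate controls were LPI-stimulated DMSO wells for no effect and DMSO wells without LPI for full effect; some results filed as inactive read as strong as hits; confirmed hits need IC50 under 10 µM and bright autofluorescent wells are also inconclusive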
NTR1 ag – NTR1-driven beta-arrestin-GFP spot formation – imaging, U2OS cells, high content, primary screen (AID 493036); activation, % at 20 µM; agonist mode; P30989; hit rate 0.17% among 330,000;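 active = activation at or above 40% of the spot to cytoplasm intensity ratio, with at least 20 cells analyzed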;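 also: 0% = DMSO without peptide and 100% = 100 nM NTR1 peptide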
Target sequence (P30989 whole entry, looked up): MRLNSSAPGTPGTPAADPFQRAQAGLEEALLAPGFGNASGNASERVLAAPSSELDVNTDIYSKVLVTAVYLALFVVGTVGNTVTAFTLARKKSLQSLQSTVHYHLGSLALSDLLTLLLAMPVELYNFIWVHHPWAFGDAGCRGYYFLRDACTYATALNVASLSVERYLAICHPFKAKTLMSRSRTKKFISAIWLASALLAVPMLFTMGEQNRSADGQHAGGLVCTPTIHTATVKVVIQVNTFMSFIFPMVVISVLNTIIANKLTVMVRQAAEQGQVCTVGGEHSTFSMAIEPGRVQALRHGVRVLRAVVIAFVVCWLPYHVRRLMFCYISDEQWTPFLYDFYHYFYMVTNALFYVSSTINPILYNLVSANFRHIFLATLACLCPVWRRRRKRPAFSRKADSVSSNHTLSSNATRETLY
GPR55 activation – GPR55 agonists via beta-arrestin recruitment, primary screen, imaging, U2OS cells, beta-arrestin-GFP redistribution (AID 1961). U2OS GPR55 beta-arrestin-GFP redistribution imaging; higher % means a stronger effect. activation, % at 10 µM; hits with a dose series show EC50 in µM. hit rate 0.048% among 290,000;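 active = activation above 40% with more than 50 cells counted in the well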;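 also: U2OS osteosarcoma cells stably expressing GPR55 and beta-arrestin-GFP; plate controls were DMSO negative control for no effect and LPI positive control for full effect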
T cell HTS – T cell immune modulators affecting CD8 T cell-vesicle binding. 2C CD8+ T cell-vesicle binding, flow cytometry; stronger effect = lower value. calls only at 7 µM. hit rate 0.068% among 330,000. AID 2052;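 active = response, share of CD8 T cells binding vesicles, and their 90th percentile fluorescence all below set limits, cut at about 80% in these data, passing the limit was not always enough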
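System: murine 2C transgenic CD8+ T lymphocytes; also added: QL9-loaded Drosophila micro-vesicles; times: binding 1.5 h at 37 °C; measured by: flow cytometry, PE anti-B7-1 (FL2) versus Alexa647 anti-CD8 (FL8), PFA-fixed; control set: Peptide-free naked vesicles (low) and QL9 vesicles with 0.7% DMSO vehicle (high)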
KOR beta-arrestin-2 – kappa opioid receptor activators – cell-based, luminescence, uHTS, primary screen (AID 1777); KOR beta-arrestin recruitment, luminescence; higher % means a stronger effect; one-dose activation, % at 10 µM; EC50 in µM for titrated hits; hit rate 0.02% among 280,000; in the data active = activation above about 50%, passing the limit was not always enough; also: a part of the inactive calls stands beside numbers as strong as those of hits
T cell HTS vesicle-bound % – recorded beside T cell HTS, whose call it bears; double positive events, %; measured here: CD8+ vesicle-bound cell fraction;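 binding gate set so that unloaded-vesicle control wells show 10% double positive cells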
NTR1 ag cell count 20 µM – second read-out of NTR1 ag, no call of its own (marks repeat the call); cell count; measured here: cell count, cytotoxicity flag
Numbers without * were called inactive; i = inactive; nt = no result given; [ ] = remark or other dose.

Below each SMILES – West Nile virus CPE	GPR35 antagonists	KOR beta-arrestin-1	Salmonella PhoP GFP	GPR55 LPI antagonism	NTR1 ag	NTR1 ag cell count 20 µM	GPR55 activation	T cell HTS	T cell HTS vesicle-bound %	KOR beta-arrestin-2
CC(NC(=O)OCc1ccccc1)C(=O)NCC1CCCO1 (stereo unspecified)
  0.1%	-2%	-28%	16%	4%	-2.1	70	0.0%	i	18	3.8%
O=C(N/N=C/c1ccc2c(c1)OCO2)c1cc(-c2ccc(F)cc2)nc2ccccc12
  -0.4%	9%	-6%	-1%	-3%	11	76	-0.2%	i	45	3.4%
O=C(NCc1ccccc1)C1=C[C@@H](c2ccc(Br)cc2)C[C@@H](OCCCCO)O1
  -0.7%	-5%	-8%	-9%	-9%	2.6	49	0.4%	nt	nt	-1.0%
COc1cc(SC)ccc1C(=O)Nc1c(C)cccc1C
  -0.8%	1%	-56%[20 µM]	9%	-4%	-1.7	39	0.5%	i	6	nt
Cc1occc1-c1nnc(SCC(=O)N2CC(=O)Nc3ccccc32)n1CC(C)C
  0.4%	3%	12%	-3%	3%	-0.3	59	-0.1%	i	55	-3.2%
CCOC(=O)C(=O)NNc1ccc(Cl)cc1
  -0.4%	3%	1%	0%	10%	-0.6	92	-0.3%	i	58	-2.3%
COc1ccc(C2c3sc(=O)[nH]c3SCC2C(N)=O)cc1 (stereo unspecified)
  0.2%	14%	13%	-10%	4%	1.0	55	-0.1%	i	3	2.1%
CCCNC(=O)C1CCN(S(=O)(=O)c2cccc3nonc23)CC1
  -0.6%	8%	14%	1%	9%	0.0	42	0.0%	i	51	-2.4%
CC(C)c1[nH]nc2c1C(c1cccs1)C(C#N)=C(N)O2 (stereo unspecified)
  0.3%	-5%	9%	-1%	1%	5.9	73	-0.2%	i	56	8.2%
CNC(=O)N1c2ccccc2NC(=O)CC1C (stereo unspecified)
  0.9%	-10%	7%	1%	-6%	-1.3	100	-0.4%	i	61	-6.3%
Cc1ccc(NC(=O)C(c2ccc(Cl)cc2Cl)N2CCCC2)cc1 (stereo unspecified)
  -0.9%	5%	31%	-2%	12%	3.8	42	-0.2%	i	16	-4.7%
Cc1cc(C)n2nc(C(=O)Nc3ccc(N4CCOCC4)cc3)nc2n1
  0.6%	-13%	-13%	-8%	4%	0.0	63	-0.2%	i	27	5.0%
COc1ccc(Cl)cc1C(=O)n1nc(C)cc1C
  1.1%	1%	-11%	-5%	8%	0.3	40	-0.2%	i	55	4.9%
COc1cc(OC)c(C(=O)N(CCc2ccccc2)Cc2ccccc2)cc1OC
  -0.9%	-3%	-2%	2%	3%	0.5	68	-0.1%	i	12	3.2%
O=c1c2ccccc2ncn1-c1ccc(Cl)cc1Cl
  0.5%	0%	6%	-2%	17%	0.6	54	0.3%	i	38	0.3%
Cn1ncc(Cl)c1C(=O)N1CCN(c2cccc(Cl)c2)CC1
  -1.0%	4%	1%	3%	6%	2.8	70	0.0%	i	17	-2.2%
C=CCOc1ccc(C(=O)/C=C2/C(=O)Nc3ccccc32)cc1
  0.4%	0%	-43%	5%	10%	1.8	52	0.5%	i	44	-0.1%
COC(=O)c1ccc(/C=N/N2CCN(Cc3ccc(C)cc3C)CC2)cc1
  -1.1%	26%	9%	-13%	2%	6.6	82	0.4%	i	17	3.3%
CC(C)(C)NC(=O)C1CC1(c1ccccc1)c1ccccc1 (stereo unspecified)
  -1.1%	-5%	8%	-9%	-5%	0.3	81	-0.1%	i	23	-0.7%
CCCCC(=O)NC(=S)NNC(=O)CC#N
  0.1%	10%	11%	16%	-7%	-0.9	68	0.6%	i	50	-5.8%
CC(=O)N1c2ccc(S(=O)(=O)N3CCC(C(=O)Nc4cccc(C)n4)CC3)cc2CC1C (stereo unspecified)
  0.4%	7%	-16%	0%	9%	-0.1	59	0.5%	i	9	-5.9%
O=C(c1ccc(F)cc1)c1c[nH]c(C(=O)NCc2ccco2)c1
  -0.3%	-4%	0%	-7%	13%	-0.1	75	0.3%	i	40	-1.5%
COc1ccc(N2CCN(Cc3nc4c(c(=O)n(C)c(=O)n4C)n3C(C)C(C)=O)CC2)cc1 (stereo unspecified)
  0.6%	6%	2%	1%	4%	0.5	60	-0.1%	nt	nt	-4.6%
CCCNC(=O)C/C(C)=N/NC(=O)COc1ccc(C)cc1Br
  0.7%	1%	-47%	12%	-32%	0.1	54	-0.6%	i	30	1.5%
Cc1c(C(=O)N2CCNCC2)oc2ccccc12
  -0.1%	-10%	-10%	-2%	-2%	0.0	74	0.5%	i	33	0.4%
COc1ccc(S(=O)(=O)N2CCCOC2CNC(=O)C(=O)NCCCn2ccnc2)cc1OC (stereo unspecified)
  0.2%	-19%	-7%	-4%	3%	-0.7	90	-0.4%	i	48	-2.7%
CC1(C)CC(=O)C=C(NNC(=O)c2ccccc2)C1
  -0.2%	-8%	-5%	-1%	6%	0.6	46	-0.2%	i	30	2.0%
O=C(N/N=C/c1cccc(F)c1)c1cc(-c2ccco2)nc2ccccc12
  2.2%	11%	9%	2%	5%	0.5	65	-0.1%	i	51	-2.6%
N[C@@H](CO)c1nnc([C@H](CC(=O)O)NC(=O)C2CCNCC2)o1
  -0.7%	-21%	-2%	-4%	-7%	-0.5	60	-0.1%	i	34	-0.7%
Cc1ccc(NC(=O)C2CCN(c3ncnc4c3nc3n4CCCCC3)CC2)cc1Cl
  1.6%	-11%	-4%	3%	2%	7.8	67	-0.3%	i	5	4.0%
O=C(OCc1ccccc1)c1ccc2c(c1)-c1ccccc1C2=O
  0.5%	-4%	-14%	8%	12%	10	49	-0.3%	i	58	-1.7%
O=c1cc(CSc2nnc(-c3ccccc3)o2)c2ccccc2[nH]1
  -0.5%	3%	12%	3%	6%	0.9	60	-0.1%	i	31	3.1%
CC(CN1CCOCC1)OC(=O)c1ccc2c(c1)OCCO2 (stereo unspecified)
  0.2%	5%	-5%	9%	3%	-0.7	40	0.3%	i	47	11%
OCC(O)C1OC(Nc2ccc(Br)cc2)C(O)C1O (stereo unspecified)
  0.0%	21%	-23%[20 µM]	nt	5%	2.6	35	0.3%	i	28	nt
COc1cc(OC)c(C2CC(=O)N3CN(c4ccccc4C)CSC3=C2C#N)cc1OC (stereo unspecified)
  0.5%	16%	-27%	4%	-5%	-1.4	74	-0.3%	i	50	-0.6%
O=C(N/N=C/c1cc2ccccc2nc1Cl)c1ccncc1
  -1.0%	3%	-2%	-15%	8%	1.6	38	-0.3%	i	33	-11%
CCn1c(N2CCN(S(=O)(=O)c3ccc(F)cc3)CC2)nc2ccccc21
  -0.9%	1%	-14%[20 µM]	-1%	7%	4.3	55	-0.1%	i	43	nt
C=CCOc1ccccc1C1C2=C(CC(C)(C)CC2=O)Nc2c1c(=O)n(C)c(=O)n2C (stereo unspecified)
  nt	-6%	-22%	2%	22%	1.1	48	0.3%	i	61	0.6%
COCCCNC(=O)CC(NS(=O)(=O)c1ccc(OC)cc1)c1ccc(OC)cc1 (stereo unspecified)
  0.1%	-4%	11%	2%	-4%	-0.2	71	-0.4%	i	57	-0.4%
Fc1ccc(/C=C2\CCCC3=C2NC(=S)NC3c2ccc(F)cc2)cc1 (stereo unspecified)
  -0.2%	0%	2%	-9%	7%	nt	nt	1.0%	nt	nt	6.2%
NC(=S)n1[nH]c(-c2ccc([N+](=O)[O-])cc2)c(N=Nc2ccc(Cl)cc2)c1=O
  2.6%	-12%	-43%	2%	-5%	nt	nt	-0.1%	nt	nt	-4.9%
Cc1ccccc1CNC(=O)c1ccc(Cl)c([N+](=O)[O-])c1
  -0.7%	3%	1%	1%	1%	-1.3	45	-0.5%	i	37	7.2%
COc1ccc(NC(=O)COC(=O)CNS(=O)(=O)c2ccc(F)c(F)c2F)cc1OC
  -0.2%	8%	8%	-1%	-2%	1.4	31	0.9%	i	27	8.0%
CCC1CCCCN1CCCNC(=O)C1CCN(S(=O)(=O)N2CCC3(CC2)OCCO3)CC1 (stereo unspecified)
  0.0%	-5%	-5%	-8%	12%	-0.6	83	-0.1%	i	28	-5.5%
COCCN(C(=O)CCC(=O)Nc1cc(C)on1)C(C(=O)NC1CCCC1)c1ccc(C(C)C)cc1 (stereo unspecified)
  -1.4%	-6%	-10%	4%	1%	0.5	40	0.0%	i	62	-2.2%

Structures above that have an aryl thioether with sulfur outside any ring:
Below each SMILES – West Nile virus CPE	GPR35 antagonists	KOR beta-arrestin-1	Salmonella PhoP GFP	GPR55 LPI antagonism	NTR1 ag	NTR1 ag cell count 20 µM	GPR55 activation	T cell HTS	T cell HTS vesicle-bound %	KOR beta-arrestin-2
COc1cc(SC)ccc1C(=O)Nc1c(C)cccc1C
  -0.8%	1%	-56%[20 µM]	9%	-4%	-1.7	39	0.5%	i	6	nt
Cc1occc1-c1nnc(SCC(=O)N2CC(=O)Nc3ccccc32)n1CC(C)C
  0.4%	3%	12%	-3%	3%	-0.3	59	-0.1%	i	55	-3.2%
O=c1cc(CSc2nnc(-c3ccccc3)o2)c2ccccc2[nH]1
  -0.5%	3%	12%	3%	6%	0.9	60	-0.1%	i	31	3.1%

(more compounds)
Below each SMILES – West Nile virus CPE	GPR35 antagonists	KOR beta-arrestin-1	Salmonella PhoP GFP	GPR55 LPI antagonism	NTR1 ag	NTR1 ag cell count 20 µM	GPR55 activation	T cell HTS	T cell HTS vesicle-bound %	KOR beta-arrestin-2
COc1ccc(NS(=O)(=O)c2ccc(OC)c(N(C)S(=O)(=O)c3ccc(Cl)cc3)c2)cc1
  0.0%	14%	-63%	-3%	1%	9.5	32	-0.2%	i	38	2.2%
CCc1c(C)sc(NC(=S)N2CCN(CC)CC2)c1C(=O)OC
  -0.2%	-16%	-26%	-1%	5%	1.7	35	0.1%	i	13	-1.1%
O=C(NCCc1ccc(Cl)cc1)C1CC(=O)N(C2CCCC2)C1 (stereo unspecified)
  0.6%	-6%	-15%	-1%	8%	-1.2	49	-0.1%	i	13	-1.8%
Cc1cc(C)c(NC(=O)/C(=C/c2ccccc2)c2ccccc2)c(C)c1
  -1.7%	-10%	21%	-15%	23%	nt	nt	0.2%	i	27	3.3%
CCc1nc(NCCCn2ccnc2)c2oc3ccccc3c2n1
  -0.6%	22%	-18%	-10%	12%	0.5	56	0.3%	i	28	2.3%
O=C(O)c1ccc(/C=N/Nc2nnnn2-c2ccccc2)cc1
  0.1%	15%	nt	18%	5%	0.2	59	0.6%	i	34	-1.4%
O=C(NCc1ccccn1)c1ccc(S(=O)(=O)Nc2ccccc2F)cc1
  -0.3%	8%	40%	-2%	-6%	0.5	58	-0.1%	i	64	-6.4%
